TEAD-YAP inh: TEAD-YAP interaction inhibition, primary screen, TEAD-YAP interaction inhibitor project, luminescence, HEK-TIYL cells | TEAD-Gal4/YAP UAS-luciferase luminescence | inhibition, % at 9.12 µM | actives 1.4% (n = 640,000); in the data active = inhibition above about 32%;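 note: 0% = median of test compound wells and 100% = reference inhibitor wells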
GPR151 ag: activators of human GPR151, primary screen, cell-based, PathHunter beta-arrestin, luminescence; G-protein coupled receptor 151 (Homo sapiens), Q8TDV0; PathHunter beta-arrestin GPR151 cells; activation, % at 11.2 µM; actives 1% (n = 650,000); AID 1508602, 2020; in the data active = activation above about 4.9%;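 note: 0% = median of compound wells and 100% = cells with positive control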
FBW7 act: FBW7 E3 ligase activators, primary screen, biochemical, AlphaScreen, human. normalized activity (activation), % at 26.1 µM. AID 1259310, 2017. AlphaScreen FBW7–phospho-cyclin E peptide binding, activator screen. actives 0.13% (n = 650,000); in the data active = normalized activity above about 1.9%;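 note: purified mutant Fbw7 with reduced substrate affinity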
Target sequence (Q969H0 whole entry, looked up): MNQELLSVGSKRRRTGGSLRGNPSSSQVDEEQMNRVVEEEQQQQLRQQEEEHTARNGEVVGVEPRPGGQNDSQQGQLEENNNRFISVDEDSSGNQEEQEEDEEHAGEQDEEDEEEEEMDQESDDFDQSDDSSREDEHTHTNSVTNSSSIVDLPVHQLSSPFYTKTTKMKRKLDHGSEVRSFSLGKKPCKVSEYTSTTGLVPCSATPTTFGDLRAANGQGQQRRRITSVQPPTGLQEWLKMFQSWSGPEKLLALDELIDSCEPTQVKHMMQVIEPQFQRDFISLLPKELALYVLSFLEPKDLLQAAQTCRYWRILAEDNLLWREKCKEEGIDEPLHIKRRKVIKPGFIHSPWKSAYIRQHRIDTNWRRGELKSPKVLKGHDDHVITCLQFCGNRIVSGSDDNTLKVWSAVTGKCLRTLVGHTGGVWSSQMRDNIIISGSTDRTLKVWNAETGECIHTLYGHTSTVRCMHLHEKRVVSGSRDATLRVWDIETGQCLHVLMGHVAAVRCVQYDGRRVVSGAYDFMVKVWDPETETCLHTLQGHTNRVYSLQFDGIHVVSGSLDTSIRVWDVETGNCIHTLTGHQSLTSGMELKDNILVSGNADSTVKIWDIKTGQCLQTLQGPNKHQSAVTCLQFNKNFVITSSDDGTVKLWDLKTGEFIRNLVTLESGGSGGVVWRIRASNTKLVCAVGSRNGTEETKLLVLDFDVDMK
MITF primary: MITF inhibitors, primary screen, biochemical, AlphaScreen, human | inhibition, % at 2.6 µM | AlphaScreen MITF homodimerization, bead proximity signal | AID 1259374, 2018 | actives 0.91% (n = 650,000) | Microphthalmia-associated transcription factor (Homo sapiens), O75030; in the data active = inhibition above about 50%;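 note: 0% = vehicle wells with protein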
* = called active by the depositor; . = no result given; & = joins results of further samples.

Under each structure – TEAD-YAP inh	GPR151 ag	FBW7 act	MITF primary
- O=C(Nc1cccc(-c2nc3ccc(NC(=O)C4CCCCC4)cc3[nH]2)c1)C1CCCCC1
  -60	1.4	0.8	-1
- CC(C)[C@@H]1NC(=O)[C@@H]2C[C@H](NCc3nc(-c4ccc(F)cc4)cs3)CN2C1=O
  -9	-0.4	-0.1	-5
- N#CC1=C(N)SC(N)=C(C#N)C1CCc1ccccc1
  8	-0.9	-0.2	-15
- O=C(Cc1ccccc1)Nc1cnn(-c2cccc(C(=O)Nc3ccc(OC(F)(F)F)cc3)c2)c1
  -5	1.4	-0.1	3
- COc1cc(CO)c(Br)cc1OCc1ccccc1
  -27	0.7	-0.1	9
- O=C(CCN1C(=O)c2ccccc2C1=O)Nc1ccc2ccccc2c1
  -12	0.6	0.1	2
- COc1ccccc1CNC(=O)c1nn(C)c2c1COc1ccccc1-2
  -15	0.0	0.1	8
- N#Cc1ccccc1NC(=O)COc1ccc(Cl)cc1Cl
  -42	-1.9	0.1	13
- N#CC1=C(N)Oc2cc(N)ccc2C1c1cccs1 (stereo not drawn)
  -6	0.5	-0.1	-10
- CCOc1ccc(NC(=O)CNc2ccc3ccccc3c2)cc1
  -15	2.3	0.1	10
- COc1cccc(C(=O)Nc2c3c(nn2-c2ccc(C)cc2)CS(=O)(=O)C3)c1OC
  0	0.2	-0.3	5
- CCC(C)(C)n1nnnc1C(c1ccc(C(F)(F)F)cc1)N1CCN(C)CC1 (stereo not drawn)
  -2	0.6	0.0	-3
- Cc1ccc(C2(C)NC(=O)N(CC(=O)Nc3ccc(C(N)=O)cc3)C2=O)cc1 (stereo not drawn)
  1	-1.5	0.2	18
- O=C(CCCN1C(=O)/C(=C/c2ccc3c(c2)OCO3)SC1=S)Nc1ccc(O)cc1
  8	-0.3	-0.1	-7
- COc1ccc(C2=N/C(=C\c3ccc(OC)c(OC)c3OC)C(=O)O2)c(Cl)c1
  5	1.1	-0.1	3
- CC(C)(C)c1csc(NC(=O)Cc2ccc3c(c2)OCO3)n1
  -11	3.2	0.2	3
- O=C1c2ccccc2NC(/C=C/c2ccc([N+](=O)[O-])cc2)N1c1ccccc1 (stereo not drawn)
  -12	0.5	0.1	-6
- O=C(Nc1nnc(SCC(=O)N2CCCCC2)s1)C1CCC1
  -2	0.2	0.1	-4
- CS(=O)(=O)c1ccc(CCN2CCc3nc4ccncc4cc3C2)cc1
  -2	0.4	0.8	24
- C=C(C)Cn1c(SCC(=O)O)nc2c1c(=O)[nH]c(=O)n2C
  -2	1.6	0.0	-15
- CN(Cc1cccs1)c1nnnn1-c1ccccc1
  7	0.2	0.0	13
- O=C(Cn1cc(NC(=O)c2ccccc2F)cn1)N[C@@H]1CCCC[C@H]1c1ccccc1
  -4	0.3	0.0	17
- CN(C)c1ccc(C(CNC(=O)c2ccco2)N2CCN(c3ccc(F)cc3)CC2)cc1 (stereo not drawn)
  -52	-1.1	-0.1	14
- CN1C(=O)N(C)C2C1NNC(=S)N2C (stereo not drawn)
  61*	-0.5	0.0	11
- COc1cc(OC)cc(C(=O)NCC(c2ccsc2)N(C)C)c1 (stereo not drawn)
  -1	0.9	-0.1	-2
- CCOC(=O)C(C)Sc1ccc2nnc(-c3cccc(F)c3)n2n1 (stereo not drawn)
  -9	1.4	-0.1	1
- COc1cc(/C=C2\SC(=Nc3c(C)cccc3C)N(c3ccccc3)C2=O)ccc1OCc1ccc(C)cc1
  -4	0.2	0.0	0
- COc1ccc2c(c1)OC(C)CN(CC(=O)NCCCOc1cccnc1)C2 (stereo not drawn)
  1	0.7	0.2	10
- CC(C)C(C(=O)N1CCOCCN(C(=O)C(C(C)C)N2C(=O)c3ccccc3C2=O)CCOCC1)N1C(=O)c2ccccc2C1=O (stereo not drawn)
  4	-0.8	0.6	10
- COc1ccc(CCNC(=O)c2cccc(NCCN3CCOCC3)n2)cc1
  4	-0.6	-0.1	-4
- Cc1ccc(C(O)(C(=O)NNc2ccccc2C)c2ccc(C)cc2)cc1
  15	1.8	0.0	9
- CCCCc1nc2c(c3c1C[C@H](C)OC3)CN(S(=O)(=O)c1ccc3c(c1)OCCN3C)CC2
  .	-1.4	0.2	2
- Cc1c(C#N)c2nc3ccccc3n2c(=O)/c1=C/Nn1nnnc1N
  3	2.4	-0.1	2
- Cc1ccsc1CN1CCc2nc(N3CCOCC3)[nH]c(=O)c2C1
  11	-0.2	0.0	14
- Cc1ccc(CNCc2ccc(C)o2)cc1
  -8	0.2	-0.1	33
- CC(C)n1nnnc1SCC(=O)Nc1ccc2c(c1)OCO2
  -34	1.7	0.0	0
- Cn1c(COc2ccccc2)nnc1SCC(=O)c1cccc([N+](=O)[O-])c1
  13	-1.0	-0.2	5
- CCC(C)NC(=O)CSc1nc2cc3c(cc2cc1C#N)OCCO3 (stereo not drawn)
  2	-1.6	-0.1	-6
- CC(=O)N1CCC(N2CCN(Cc3ccc(C)cc3)C(CCO)C2)CC1 (stereo not drawn)
  10	0.9	-0.2	2
- Cc1cccc(NC(=O)CN2C(=O)N/C(=C/c3ccc(C)s3)C2=O)c1
  -5	2.0	-0.2	3

Shown with each value named: 2 of the compounds above.
canonical_smiles: CCOC(=O)C(C)Sc1ccc2nnc(-c3cccc(F)c3)n2n1 (stereo not drawn)
  TEAD-YAP inh: -9
  GPR151 ag: 1.4
  FBW7 act: -0.1
  MITF primary: 1
canonical_smiles: COc1cc(/C=C2\SC(=Nc3c(C)cccc3C)N(c3ccccc3)C2=O)ccc1OCc1ccc(C)cc1
  TEAD-YAP inh: -4
  GPR151 ag: 0.2
  FBW7 act: 0.0
  MITF primary: 0

(cont.)
Molecule,TEAD-YAP inh,GPR151 ag,FBW7 act,MITF primary
COc1cccc2cc(-c3cc(=O)oc4cc(OCC(=O)OC(C)C)ccc34)c(=O)oc12,-7,1.0,0.8,-4
CCc1cc(Br)ccc1N1C(=O)C2C3CCC(C3)C2C1=O (stereo not drawn),14,-0.6,-0.2,-10
O=c1[nH]c(S)c(/C=C2\C=Nc3ccccc32)s1,-6,0.6,-0.3,4
C=CCN1C(=O)S/C(=C/c2ccc(OC)c([N+](=O)[O-])c2)C1=O,-3,0.5,0.0,8
O=[N+]([O-])c1c(Nc2ccc(Cl)cc2)cc(Cl)c2nonc12,0,-0.6,0.0,2
COc1cc(/C=C/C(=O)O)cc(S(=O)(=O)Nc2nc(C)cs2)c1OC,-2,-1.7,0.1,0
CN1CCN(C(=O)c2ccc(-c3nc(NCc4cccnc4)c4ncn(Cc5ccc(C(F)(F)F)cc5)c4n3)cc2)CC1,1,-0.3,0.1,1
C=CCNC(=O)C1CC(=O)N(c2ccc(Br)cc2)C1 (stereo not drawn),-1,0.8,0.1,18
O=C(NC1CCCc2ccccc21)C1CCC(CNc2c(N3CCCC3)c(=O)c2=O)CC1 (stereo not drawn),8,-0.2,0.0,4
Cc1cccc(C(=O)Oc2ccc(C)cc2-n2nc3ccccc3n2)c1,-31,-2.6,0.2,13
CCCCCC1CCC(c2ccc(-c3nnc(-c4ccc(OCCCC)cc4)o3)cc2)CC1 (stereo not drawn),-2,-2.5,0.0,17
O=C(c1cccs1)N1CCN(Cc2cccc(Oc3ccccc3)c2)CC1,0,0.7,-0.2,38
COc1cc(CNCCNC(=O)c2cccs2)cc(OC)c1OC,-15,0.5,-0.2,22
COc1cc(C(=O)N(C)c2nnc(C34CC5CC(CC(C5)C3)C4)s2)cc(OC)c1OC,0,0.7,-0.1,-6
O=c1c2ncccc2n(Cc2ccccc2)c(=O)n1Cc1cccs1,-4,0.6,0.0,-1
COc1ccc(C2=CC(c3cc(Br)ccc3F)n3ncnc3N2)cc1 (stereo not drawn),11,-0.6,0.1,18
CCCc1[nH]nc2c1C(c1cccc(OC)c1)C(C#N)=C(N)O2 (stereo not drawn),1,0.1,-0.2,-6
CCOc1ccc(NC(=O)c2ccc(S(=O)(=O)N(C)C)cc2)c([N+](=O)[O-])c1,-7,2.1,0.1,25
COC(=O)c1ccc2nc(NC(=O)c3cccc(Cl)c3)sc2c1,-44,-1.5,-0.1,0
CC(=O)Nc1ccc(-n2c(/C=C/c3ccccc3)nc3ccccc3c2=O)cc1,4,-0.6,0.0,10
CCOC(=O)C1=CN(Cc2ccc(OC)cc2)C=C(C(=O)OCC)C1c1cccc(F)c1,3,1.1,0.9,-17
CCOC(=O)c1cnc2c(C)cc(C)cc2c1Nc1ccc(I)cc1,0,0.1,0.4,14
COc1ccc(/C(CC2(O)C(=O)Nc3ccccc32)=N\O)cc1 (stereo not drawn),-12,0.0,-0.1,-6
COc1ccc2nc(NC(=O)c3ccc([N+](=O)[O-])cc3)sc2c1,0,-1.4,0.0,14
CN(C)c1nc(NCc2ccccc2)nc(N/N=C/c2cccc(Br)c2)n1,7,0.5,-0.5,14
CCOC(=O)c1ccc2c(c1)C(=O)N(c1ccc3ccccc3c1)C2=O,-3,0.5,0.3,12
COc1ccccc1C(c1nnnn1CC1CCCO1)N1CCN(c2ccccc2)CC1 (stereo not drawn),3,0.5,-0.1,4
Cc1ccnc(NC(=O)CCC2COc3ccccc3O2)c1 (stereo not drawn),0,-1.0,-0.3,-24
CCOC(=O)c1oc2ccccc2c1NC(=O)CC(C)C,-15,3.5,0.2,0
COc1cccc(OCc2nc(-c3ccccc3)no2)c1,-52,-1.8,0.1,5
Fc1ccc(-c2nnn(Cc3cccc(F)c3)n2)cc1,-9,-0.9,0.4,-11
COc1ccc(NC(=O)CC2CCCCC2)cc1,-69,1.4,0.0,0
Cc1cc(N2CCN(c3ccc([N+](=O)[O-])cc3)CC2)n2ncnc2n1,-3,-0.7,-0.1,8
CC12CN3CC(C)(CN(C1)C3c1ccc(Cl)cc1)C2 (stereo not drawn),1,0.9,0.0,-11
CCSc1nc2scc(C(F)(F)F)n2c(=O)c1C(=O)Nc1cccc(OC)c1,-1,1.1,-0.3,8
CCC(Oc1ccccc1)C(=O)Nc1sc(C)c(C)c1C(N)=O (stereo not drawn),0,1.6,-0.1,0
Cc1cc(NC(=O)C2CCCCC2)ncc1NC(=O)C1CC1,-4,2.0,0.0,0
O=C(O)c1ccccc1Nc1ccccc1,1&6,-0.4&2.0,0.1&-0.3,12&-3
Cc1cc(C)cc(Oc2nc3ccccn3c(=O)c2/C=C(\C#N)C(N)=O)c1,-13,-6.5,0.1,6
CCCC1=NN2C(=N)/C(=C/c3ccc(OCc4ccccc4Cl)c(OC)c3)C(=O)N=C2S1,-25,-0.2,0.1,11
COC(=O)c1ccc(OCC2c3cc(OC)c(OC)cc3CCN2C(=O)c2cc3ccccc3oc2=O)cc1 (stereo not drawn),-2,0.8,0.0,7
CCOC(=O)C1CCN(C(=O)CN(c2ccccc2Br)S(C)(=O)=O)CC1,-4,0.9,-0.1,4
Cc1cc2nncn2c2ccccc12,-5,0.6,-0.1,6
O=C(c1ccc(S(=O)(=O)N2CCOCC2)cc1)N1CCCc2ccccc21,0,0.5,0.3,11
CC#CC[N+](C)(C)CC(=O)c1ccc(Cl)cc1,-3,-1.0,0.0,2
O=C(CSc1nncc(=O)[nH]1)Nc1ccc(Cl)c(Cl)c1,28,2.0,0.0,-5
c1ccc(N2CCN(c3nc(Nc4ccc5c(c4)OCO5)c4[nH]cnc4n3)CC2)nc1,2,-0.8,-0.2,-1

Some of the entries above, reformatted.
CCCC1=NN2C(=N)/C(=C/c3ccc(OCc4ccccc4Cl)c(OC)c3)C(=O)N=C2S1
  TEAD-YAP inh: -25 | GPR151 ag: -0.2 | FBW7 act: 0.1 | MITF primary: 11

c1ccc(N2CCN(c3nc(Nc4ccc5c(c4)OCO5)c4[nH]cnc4n3)CC2)nc1
  TEAD-YAP inh: 2 | GPR151 ag: -0.8 | FBW7 act: -0.2 | MITF primary: -1

Cc1cc(C)cc(Oc2nc3ccccn3c(=O)c2/C=C(\C#N)C(N)=O)c1
  TEAD-YAP inh: -13 | GPR151 ag: -6.5 | FBW7 act: 0.1 | MITF primary: 6

Compound activity: PubChem, The Scripps Research Institute Molecular Screening Center
